Bioassay records (PubChem BioAssay)
TGFb SMAD3 inh – qHTS for Inhibitors of TGF-b; HepG2 CAGA-GFP TGF-b/SMAD3 reporter, GFP fluorescence, 18 h; TGF-beta stimulated, 500 pg/mL final; hit rate 1.2% among 410,000; Potency, µM (series often up to 46.1 µM), without a hit: at the top dose activity, negative = inhibition, usual class: inhibitors; further: potency means the concentration at half of the fitted maximal effect; on the % scale 0 is the no-effect control and ±100 the full control effect; nearly all actives have a fitted effect of over 65% in size
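Smad-responsive CAGA-GFP expression was quantified in HEPG2 cells exposed to compounds and 500 pg/mL final TGF-beta for 18 h at 37 degrees C; unstimulated wells defined full inhibition.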
ATXN2 expr inh – Primary qHTS for Inhibitors of ATXN expression; HEK-293 ATXN2-luciferase reporter, luminescence, 24 h; Potency, µM (series often up to 57 µM), for the others: at the top dose activity change, negative = inhibition, hits mostly inhibitors; hit rate 0.72% among 360,000; AID 1745845, 2022; further: potency means the concentration at half of the fitted maximal effect; on the % scale 0 is the no-effect control and ±100 the full control effect; nearly all actives have a fitted effect of over 55% in size
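qHTS (up to 57 uM final) was run with 24 h compound exposure of reporter cells at 37 °C. Each well was multiplexed: SteadyGlo luminescence measured ATXN2-luciferase expression after a fluorogenic Gly-Phe-AFC viability readout (25 uM final).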
A549 viability – Nrf2 qHTS screen for inhibitors: counterscreen for cytotoxicity. AID 504648, 2011. Potency, µM (top dose mostly 46 µM), inactives show at the highest dose activity change, negative = cytotoxicity, hits mostly inhibitors. hit rate 0.16% among 390,000. A549 ARE-Fluc cells, CellTiter-Fluor viability, 18-24 h; further: potency means the concentration at half of the fitted maximal effect; on the % scale 0 is the no-effect control and ±100 the full control effect
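Cytotoxicity counterscreen: CellTiter-Fluor fluorescence was measured in A549 ARE_Fluc cells after 18-24 h of compound exposure in a concentration series. The subsequent BugLite luminescent read reports ARE-luciferase activity.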
ATXN viability – Viability Counterscreen for Primary qHTS for Inhibitors of ATXN expression; AID 651635, 2014; Potency, µM (doses to about 56.7 µM), actives largely listed as cytotoxic; hit rate 0.49% among 400,000; S2 cells (HEK-293 line with an ATXN2-luciferase reporter) viability, CellTiter-Fluor protease fluorescence, 24 h; further: potency means the concentration at half of the fitted maximal effect; nearly all actives have a fitted effect of over 40% in size
Nrf2 block – Nrf2 qHTS screen for inhibitors; hit rate 2.1% among 360,000; A549 ARE-Fluc reporter, luciferase luminescence, 18-24 h; AID 504444, 2011; Potency, µM (top dose mostly 46 µM), inactives show at the top dose activity change, negative = inhibition, hits mostly inhibitors; further: potency means the concentration at half of the fitted maximal effect; on the % scale 0 is the no-effect control and ±100 the full control effect; nearly all actives have a fitted effect of over 60% in size
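Quantitative HTS in A549 cells stably bearing an antioxidant response element-firefly luciferase construct. Inhibition of Nrf2-driven transcription was scored by luminescence after 18-24 h of compound exposure at 37 °C.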
Nrf2 activator – qHTS of Nrf2 Activators. Potency, µM (top dose mostly 46.1 µM), without a hit: at the highest dose activation, hits mostly activators. AREc32 ARE-luciferase reporter (MCF7-derived line), luminescence, 24 h. hit rate 0.31% among 410,000; further: potency means the concentration at half of the fitted maximal effect; % of control where 0% means no effect; nearly all actives have a fitted effect of over 65% in size
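Nrf2 activation is followed as ARE-luciferase induction in the AREc32 line after one day of compound treatment; luminescence is read with Steady-Glo.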
MCF10A rereplic – A quantitative high throughput screen for small molecules that induce DNA re-replication in MCF 10a normal breast cells; MCF 10A DNA re-replication, Hoechst nuclear intensity, 48 h; Potency, µM (doses to about 46.1 µM), for inactives: top-dose activity, positive = re-replication, hits mostly activators; hit rate 2.9% among 350,000; further: potency means the concentration at half of the fitted maximal effect; % of control where 0% means no effect; nearly all actives have a fitted effect of over 50% in size
HepG2 viability – qHTS for Inhibitors of TGF-b: Cytotox Counterscreen; Potency, µM (doses to about 46.1 µM), for the others: top-dose activity change, negative = cytotoxicity, most hits filed as cytotoxic; HepG2 CAGA-GFP viability, ATP luminescence, 18 h; AID 588856, 2011; hit rate 0.76% among 410,000; further: potency means the concentration at half of the fitted maximal effect; some results filed as inactive show a strong effect at the top dose
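HepG2 CAGA-GFP cells (1000/well, DMEM with 1% FBS) received compound, then TGF-beta at 500 pg/mL final, and were incubated 18 hours at 37 degrees C. Viability was read by CellTiter-Glo luminescence. Media-only wells were set as complete cell-killing and DMSO as no toxicity.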
IL1B secr inh – qHTS for Inhibitors of Inflammasome Signaling: IL-1-beta AlphaLISA Primary Screen | activity change, % at 57.5 µM | THP-1 LPS/ATP IL-1B secretion, AlphaLISA, 16 h; hits give low values | hit rate 4.7% among 360,000; in the data active means activity change below about -50%; inconclusive means mostly about -30% to -49%; further: on the % scale 0 is the no-effect control and ±100 the full control effect
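THP-1 cells pretreated 1 hr with compounds (up to 57.5 uM final), then stimulated with LPS (250 ng/mL final) plus ATP (1.25 mM final); secreted IL-1B measured by AlphaLISA after 16 hr, decreased signal indicating inhibition.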
The depositor's hits bear a star; i = inactive; ? = inconclusive; . = not tested or not shown; [ ] = dose if it differs, or a comment. Unless noted, the call rests on the fitted dose curve; in most records, active means well fitted curve in the direction sought with a large enough effect; inconclusive means small, poorly fitted or top-dose-only effect, or another doubt; inactive means no such curve, though single readings can be large; an effect the other way counts as inactive or inconclusive. No enrichment for hits; 8.8% or so of the library scored in one or more.

SMILES | TGFb SMAD3 inh | ATXN2 expr inh | A549 viability | ATXN viability | Nrf2 block | Nrf2 activator | MCF10A rereplic | HepG2 viability | IL1B secr inh
COc1cc(OC)cc(C(=O)NCC(=O)OC2CCOC2=O)c1 (stereo not given) | 18% | 11% | 0% | i | 7% | -0.6% | 0% | -7% | -1
Cc1ccc(S(=O)(=O)CCC(=O)Nc2cccc(S(=O)(=O)N3CCCCCC3)c2)cc1 | ? | -6% | 2% | ? | ? | 0.4% | 16% | 0% | 23
CNC(=O)NCC12CC3CC(CC(C3)C1)C2 | -4% | 5% | 0% | i | 5% | -0.5% | 10% | 1% | 22
CCC1=C(OC(=O)N(CC)CC)N2C(=O)OC(=NCC(=O)OC)[C@]2(Cc2ccccc2)[C@H]2C1=CC[C@H]1C(=O)N(C)C(=O)[C@H]12 | 0% | -4% | -16% | i | -6% | -0.6% | 1% | -3% | 12
O=C(COC(=O)Cn1cnc2ccccc21)Nc1cc(S(=O)(=O)N2CCOCC2)ccc1Cl | -5% | 7% | 7% | i | 7% | -0.2% | -11% | -1% | 16
CCCSc1nc2ccsc2c(=O)n1CC | -2% | -29% | 11% | i | -6% | -0.1%[9.22 µM] | 15% | -19% | 49
CCOc1ccc(N2CC(C(=O)N3CCN(c4ccccn4)CC3)CC2=O)cc1 (stereo not given) | -21% | -3% | 6% | i | 14% | 0.1% | 0% | 4% | -4
CC(NC(=O)Nc1cccc(Cl)c1)C(c1cccs1)N1CCCC1 (stereo not given) | 0% | -21% | -6% | i | 13% | 2.7% | 13% | -20% | -54*
COc1ccc(C2=Nc3ccc(OC(F)(F)F)cc3NC(c3cccnc3)=N2)cc1 | 19% | 0% | -2% | ? | ? | 4.0% | . | -17% | .
COc1ccc(-c2nc(NC(=O)CSCCO)sc2C)cc1 | -3% | . | -5% | i | 19% | -0.3% | 1% | 22% | 0
C=CCOc1c(Br)cc(/C=C2/NC(=S)N(C(C)=O)C2=O)cc1OC | -12% | -11%[11.3 µM] | 3% | i | -19% | 5.6% | 1% | -12% | 6
CCOC(=O)C1=CC[C@H]2c3c(c4ccccc4n3C)C(=O)C1N2S(=O)(=O)c1ccc(C)cc1 | -22% | 3% | -8% | i | 1% | 0.4% | 12% | -22% | 0
NC(=NC(=O)c1ccc(OC(F)(F)F)cc1)c1ccc(C(F)(F)F)cn1 | -3% | -2% | -3% | i | -8% | 2.1% | 3% | 3% | 4
COC(C(=O)Nc1ccnn1C1CCN(Cc2ccc(C)s2)CC1)c1ccccc1 (stereo not given) | -18% | -1% | 1% | i | -1% | 0.4% | 23% | -12% | -30
Cc1ccc(S(=O)(=O)NNC2CC(=O)N(c3ccc(Br)cc3)C2=O)cc1 (stereo not given) | 13% | . | 6% | i | 0% | 0.2% | 1% | 21% | -7
O=C(COc1ccc(F)cc1Cl)N(Cc1nnc(-c2ccccc2Cl)o1)C1CC1 | 8% | 9% | -2% | i | -1% | 2.3% | 5% | -3% | -11
c1ccc(Cn2cc(CNc3ccccc3)nn2)cc1 | -23% | 39% | -7% | i | ? | 0.6% | -14% | 6% | -8
Cc1ccc(/C=C2\SC(=S)N(Cc3ccccc3)C2=O)o1 | 9% | -7% | 8% | i | 22% | -0.6% | 1% | 2% | -2
CSc1ccccc1NC(=O)CN1C(=O)C2CC=CCC2C1=O (stereo not given) | 14% | 1% | -3% | i | 2% | 0.3% | 1% | -10% | 2
COc1ccc(-c2cc3nc(C)cc(N4CCN(C(=O)c5cccnc5)CC4)n3n2)cc1 | 0% | -4% | . | i | . | 2.2% | . | -3% | -19
COc1ccc(NC(=O)N(CCO)Cc2cc3c(C)cc(C)cc3[nH]c2=O)cc1 | 9% | -4% | -13% | i | -9% | 2.8% | 9% | -23% | .
CC(=O)Nc1ccc(S(=O)(=O)NCC(=O)Nc2ccc3c(c2)OCO3)cc1 | -9% | 2% | 1% | i | 17% | 0.0% | 0% | -2% | -5
CCCNC(=O)C1(C)CCCN(C(=O)COc2ccc(Cl)cc2Cl)C1 (stereo not given) | -18% | -5% | . | i | . | -1.0%[9.22 µM] | . | -21% | 0
Cc1cc(Cl)ccc1Oc1ncc(CN2CCN(c3ccccc3)CC2)s1 | -41% | -9% | -17% | i | ? | -0.4% | ? | -16% | 14
CSc1nc2ccc(NS(=O)(=O)c3ccc(Cl)s3)cc2s1 | ? | 5% | -10% | i | 0% | 2.5% | ? | -12% | 5
CN(C(=O)c1ccco1)c1nc(CC(=O)Nc2ccccc2)cs1 | 0% | ? | 22% | i | ? | 6.8% | 30% | -33% | -2
Cc1cccc(-n2cc(CN3CCN(Cc4nccn4C)CC3)c(-c3cccc(F)c3)n2)c1 | ? | . | 2% | ? | 0% | 6.1% | -9% | -35% | ?
C/C(=C\c1ccccc1)C(=O)n1nnc2ccccc21 | 26% | 6% | -3% | i | . | -0.1% | -3% | 11% | -18
COC(=O)c1c(NC(=O)CSc2nnnn2-c2ccccc2)sc2c1CCCC2 | -5% | 1% | 0% | i | . | 3.4% | -1% | -6% | 20
O=C(Nc1ccc(Cl)c(S(=O)(=O)N2CCOCC2)c1)c1cc(=O)[nH]c2ccccc12 | -6% | . | 4% | ? | -20% | -1.0% | 5% | -46% | -3
Cc1cc(NC(=O)CSc2nnc(Cc3ccccc3)o2)no1 | 19% | -3% | -11% | i | 4% | 0.1% | -6% | -16% | 11
Cn1c(SCc2ccc(C#N)cc2)nnc1-c1cccc(Cl)c1 | -3% | -17% | -17% | i | -24% | -1.1% | -4% | -28% | -1
COc1ccccc1NC(=O)C1CCN(S(=O)(=O)c2ccc3c(c2)CC(C)N3C(C)=O)CC1 (stereo not given) | 7% | -8% | 9% | i | ? | -0.7% | 0% | -1% | 36
COc1ccc(-c2csc(NC(=O)CSc3nc(SC)ns3)n2)cc1 | 4% | . | 14% | i | 8% | 25% | ? | -8% | 9
COc1ccc(N(C(=O)c2cnccn2)C(C(=O)NCc2ccccc2)c2ccc(O)cc2)cc1 (stereo not given) | -2% | 19% | 1% | . | ? | 0.3% | -2% | -1% | 15
CCC1OC(C2CC2)CC2=C1C(=O)OC(C)(C)O2 (stereo not given) | . | 6% | . | i | . | -1.0% | . | . | 30
CCCOc1ccc(N2C(=O)CC(SC(=N)N3N=C(c4ccccc4)CC3c3ccccc3)C2=O)cc1 (stereo not given) | ? | -21% | -3% | ? | ? | 0.2% | 1% | 8% | 0
CN(c1ccc(C(=O)Nc2cccc([N+](=O)[O-])c2)cc1)S(C)(=O)=O | -19% | -4% | -11% | i | ? | 6.1% | -4% | -20% | -14
O=S(=O)(NCCc1ccccc1)c1cccc2cccnc12 | -3% | -5% | 3% | i | -2% | 1.7% | 7% | -12% | 26
Cc1ccc(CNc2ncnc3c2cnn3C2CCCCO2)cc1 (stereo not given) | 0% | 0% | 1% | i | ? | 0.3% | 12% | -7% | -5

In another format: results already given
SMILES	TGFb SMAD3 inh	ATXN2 expr inh	A549 viability	ATXN viability	Nrf2 block	Nrf2 activator	MCF10A rereplic	HepG2 viability	IL1B secr inh
CN(c1ccc(C(=O)Nc2cccc([N+](=O)[O-])c2)cc1)S(C)(=O)=O	-19%	-4%	-11%	i	?	6.1%	-4%	-20%	-14
COC(=O)c1c(NC(=O)CSc2nnnn2-c2ccccc2)sc2c1CCCC2	-5%	1%	0%	i	.	3.4%	-1%	-6%	20
O=C(Nc1ccc(Cl)c(S(=O)(=O)N2CCOCC2)c1)c1cc(=O)[nH]c2ccccc12	-6%	.	4%	?	-20%	-1.0%	5%	-46%	-3

Next records.
SMILES | TGFb SMAD3 inh | ATXN2 expr inh | A549 viability | ATXN viability | Nrf2 block | Nrf2 activator | MCF10A rereplic | HepG2 viability | IL1B secr inh
O=[N+]([O-])c1cccc(CNCc2ccccc2)c1 | 3% | . | 2% | i | -5% | 0.4% | -2% | 11% | 0
O=C(CSc1nnc(CN2CCCC2)n1-c1ccccc1)c1ccc2c(c1)OCO2 | 7% | 3% | -7% | i | 8% | 4.3% | ? | -18% | -27
COc1ccc(OC)c(NC(=O)CSc2nnc3ccc4ccccc4n23)c1 | -3% | -1% | 0% | ? | -22% | 4.5% | . | -7% | .
NC1=NC(=O)C(=Cc2ccccc2)S1 | 14% | 13% | -3% | i | 16% | 5.4% | -1% | -45% | 13
Cn1c(=O)c2nc(-c3ccccc3)c(-c3ccccc3)nc2n(C)c1=O | 3% | -24% | -7% | i | -10% | -0.4% | 13% | 15% | -1
Cc1cc(OC(C)C(=O)Nc2ccc(S(=O)(=O)Nc3onc(C)c3C)cc2)cc(C)c1Cl (stereo not given) | 0% | -4% | -11% | i | ? | -0.7% | 7% | -14% | 20
O=C(COc1c(Br)cc(Br)c2cccnc12)Nc1ccccc1F | 0% | . | 0% | i | -1% | 6.3% | 6% | -22% | 15
COc1ccc(C(=O)COc2ccc(C)cc2NC(C)=O)cc1 | 0% | 42%[activator] | 6% | i | ? | 3.1% | 0% | -7% | -4
COc1cc(C(=O)OCC(=O)NCCN2C(=O)CSC2=O)ccc1OCc1c(C)noc1C | 5% | -3% | 10% | i | -11% | 0.3% | 13% | -23% | 12
CCCn1cc2c(c1-c1ccc(C)cc1)c(=O)n(C)c(=O)n2C | -7% | -22% | -9% | i | 6% | 0.6% | -2% | -2% | 8
CCCNC(=O)Nc1ccc(C)cc1C | 15% | . | 0% | i | -1% | 0.5% | 4% | -1% | -4
COCCNC(=O)CN(c1ccc(C)cc1)S(=O)(=O)c1ccc(SC)cc1 | 5% | -3% | -2% | i | -4% | -0.5% | -2% | -13% | 13
CCOc1ccccc1-c1cc(C(=O)N/N=C/c2ccc3c(c2)OCO3)c2ccccc2n1 | -3% | 45%[activator] | -6% | i | ? | 0.2% | 15% | 4% | 8
CCOC(=O)c1cnn(-c2nc3c(C)cccc3s2)c1C(F)(F)F | ? | -2% | -4% | i | ? | 7.8% | ? | -2% | 0
